Screening data (PubChem BioAssay)
CHT PAM: CHT positive allosteric modulators, primary screen, cell-based, membrane potential dye, choline EC20 | AID 488977, 2010 | B-score at 10 µM | High affinity choline transporter 1 (Homo sapiens), Q9GZV3 | CHT-expressing cells; active compounds read high; LV-AA mutant CHT in HEK293 cells | 310,000 tested, 0.49% active;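 active means initial fluorescence not abnormally high and integrated response B-score, plate-corrected, over 3 SD above library mean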
Target sequence (Q9GZV3 whole entry, looked up): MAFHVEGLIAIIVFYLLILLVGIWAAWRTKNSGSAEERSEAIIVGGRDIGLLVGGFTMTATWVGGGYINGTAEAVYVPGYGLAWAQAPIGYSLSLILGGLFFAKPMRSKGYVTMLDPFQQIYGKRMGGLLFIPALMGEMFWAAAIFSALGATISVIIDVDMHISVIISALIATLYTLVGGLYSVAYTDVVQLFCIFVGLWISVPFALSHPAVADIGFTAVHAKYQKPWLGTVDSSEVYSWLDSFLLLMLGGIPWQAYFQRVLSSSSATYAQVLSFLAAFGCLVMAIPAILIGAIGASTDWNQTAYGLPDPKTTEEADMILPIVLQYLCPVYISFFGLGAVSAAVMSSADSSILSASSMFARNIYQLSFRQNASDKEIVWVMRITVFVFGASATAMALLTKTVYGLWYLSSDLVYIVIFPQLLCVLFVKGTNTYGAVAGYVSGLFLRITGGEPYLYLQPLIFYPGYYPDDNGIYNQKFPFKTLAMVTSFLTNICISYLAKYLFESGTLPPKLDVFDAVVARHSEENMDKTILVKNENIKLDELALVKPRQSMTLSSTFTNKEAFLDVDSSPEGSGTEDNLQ
CHT block: inhibitors of human choline transporter CHT | High affinity choline transporter 1 (Homo sapiens), Q9GZV3 | CHT-expressing cells, membrane potential dye, choline response; active compounds read low | B-score at 10 µM | 310,000 tested, 0.86% active;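 active means B-score over 3 SD under the library average, and starting fluorescence ratio not unusually high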;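 further: choline stimulus applied at its EC90 after an EC20 pre-addition; B-score computed on integrated fluorescence ratio after choline addition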
* hit, by the source's call; i = inactive.

SMILES,CHT PAM,CHT block
COc1ccccc1N1CCN(C(=O)CSc2nc(-c3ccccc3)cc(=O)[nH]2)CC1,i,i
NS(=O)(=O)c1ccc(Sc2ccccn2)c([N+](=O)[O-])c1,i,i
Cc1ccc(NC(=O)NCCCN2CCCC2=O)cc1C,i,i
COc1cccc(C(=O)NCCS(=O)(=O)N2CCC(C)CC2)c1,i,i
O=C(CSCc1ccc(Br)cc1)NC1CC1,i,i
COc1cccc(CCNC(=O)CCc2nnc(-c3cc(C)oc3C)o2)c1,i,i
Nc1cc(-c2ccc(OC(F)(F)F)cc2)nn1-c1ccc(Cl)c(Cl)c1,i,i
Cc1noc(C)c1COC(=O)c1cccc(N(C)C)c1,i,i
COc1ccccc1N1CCN(c2ccc3ccccc3n2)CC1,i,i
CCOC(=O)N1CCN(C(=O)CSCc2ccc(Br)cc2)CC1,i,i
Cc1ccc(S(=O)(=O)NC(CC(C)C)C(=O)N2CCOCCOCCOCC2)cc1 (stereo not given),i,i
CS(=O)(=O)N1CCC(C(=O)O)CC1,i,i

Reformatted as labelled records: entries from further up
CS(=O)(=O)N1CCC(C(=O)O)CC1
  CHT PAM: i | CHT block: i
Nc1cc(-c2ccc(OC(F)(F)F)cc2)nn1-c1ccc(Cl)c(Cl)c1
  CHT PAM: i | CHT block: i
NS(=O)(=O)c1ccc(Sc2ccccn2)c([N+](=O)[O-])c1
  CHT PAM: i | CHT block: i
Cc1ccc(S(=O)(=O)NC(CC(C)C)C(=O)N2CCOCCOCCOCC2)cc1 (stereo not given)
  CHT PAM: i | CHT block: i

Other results
SMILES,CHT PAM,CHT block
COc1ccc(NC(=S)Nc2cc(C)cc(C)n2)cc1OC,i,i
COC(=O)c1nc2nc(C)cc(=O)n2[nH]1,i,i
CC1(c2ccc(Cl)cc2)NC(=O)N(CC(=O)N2CCCC2)C1=O (stereo not given),i,i
CCOc1ccc(-c2c[n+]3c(n2-c2ccccc2)CCCCC3)cc1,7.2*,i
COc1ccc(N2CCN(S(=O)(=O)CCNC(=O)COc3ccccc3)CC2)cc1,i,i
CCCC(=O)OC/C(O)=C(\C#N)c1nc2ccccc2[nH]1,i,i
CN(CC(=O)NC(=O)NCc1ccccc1)CC(=O)Nc1ccc(Cl)c(C(F)(F)F)c1,i,i
NC(=O)Cn1c(-c2nonc2N)nc2ccccc21,i,i
CC(C)Oc1cccc(OCCN2C(=O)c3ccccc3C2=O)c1,i,i
COc1ccc(OC)c(S(=O)(=O)Nc2c(C)n(C)n(-c3ccccc3)c2=O)c1,i,i
Cc1onc(-c2ccccc2Cl)c1C(=O)NC1CCS(=O)(=O)C1 (stereo not given),i,i
COc1cc(CNCc2ccccc2)ccc1OCC(O)c1ccccc1 (stereo not given),i,i
Cc1cc(/C=N\NC(=O)CC(=O)NC2CCCCC2)c(C)n1-c1ccc(Cl)cc1,i,i
CC1(C)C2CCC1(CS(=O)(=O)NCc1ccc(C(F)(F)F)cc1)C(=O)C2 (stereo not given),i,i
O=C(NCCc1ccccc1)c1ccc2c(c1)N(Cc1ccccc1)C(=O)CS2=O (stereo not given),i,i
CCOC(=O)N1CCN(C(=O)c2cc3c(s2)-c2ccc(Cl)cc2S(=O)(=O)C3)CC1,i,i
CN(C)c1ncnc2sc(-c3ccccc3)cc12,i,i
CC1(C)CN2C(=S)N(c3ccccc3)C(c3ccccc3)N2C1 (stereo not given),i,i
CC1(C)CNc2cc([N+](=O)[O-])ccc2S1,i,i
CCc1nc2ccc(C(=O)N3CCN(c4cccc(C(F)(F)F)c4)CC3)cc2nc1CC,i,i
S=C1NNC2(NN1)C1CC3CC(C1)CC2C3,i,i
Cc1ccc(C(=O)Nc2ccc(N3CCOCC3)cc2N2CCOCC2)cc1,i,i
CC(C)OCCCNC(=S)Nc1ccc(S(N)(=O)=O)cc1,i,i
CCCN1C(=O)/C(=C/c2ccccc2OCc2ccc(C(=O)O)cc2)NC1=S,i,i
Cc1nn(-c2ccccc2)c(C)c1NC(=O)COC(=O)c1cc(Br)ccc1O,i,i
Cc1ccc(Oc2ccc(Oc3ccc(C)cc3)nn2)cc1,i,i
Cn1c(Cn2c(=O)sc3ccccc32)nnc1SCC(=O)NCc1ccc(F)cc1,i,i
Cc1ccc(NC(=O)CS(=O)CC(=O)N2CCN(c3ccccc3)CC2)cc1 (stereo not given),i,i
CC(NS(=O)(=O)c1ccc(CCC(=O)N2CCN(C)CC2)cc1)c1ccccc1 (stereo not given),i,i
CC1=C/C(=N\OS(=O)(=O)c2ccccc2)C=CC1=O,i,i
O=C(Nc1ccccc1)OCCOc1ccc(Br)cc1,i,i
COc1cccc(C(=O)Nc2ccc(NC(=O)Cc3ccccc3)cc2)c1,i,i
COc1ccccc1NC(=O)Nc1nnc(CC(=O)Nc2cccc(C)c2)s1,i,i
O=c1oc2ccccc2c2c1ncn2CCN1CCOCC1,i,i
CCc1cccc(OC2OC(CO)C(O)C(O)C2NC(C)=O)c1 (stereo not given),i,i
COc1nccnc1NS(=O)(=O)c1ccc(NC(=S)NC(=O)c2ccccc2F)cc1,i,i

(next part)
Order of values: CHT PAM	CHT block
CCCn1nnc(NC(=O)c2sc3ccccc3c2Cl)n1
 : i	i
COc1cccc(/C=C/C(=O)OCC(=O)Nc2cccc(S(=O)(=O)N3CCCCC3)c2)c1OC
 : i	i
CCOc1ccc(NC(=O)c2ccc3c(SCC(=O)O)c4c(nc3c2)CCCC4)cc1
 : i	i
Cn1c(=O)n(C)c2cc(NC(=O)Cc3ccccc3[N+](=O)[O-])ccc21
 : i	i
COc1ccc(Nc2cc(Cl)nc(N)n2)cc1
 : i	i
CCN(/N=C/c1ccccc1)c1cc(=O)n(C)c(=O)[nH]1
 : i	i
OC(COC1CCCCC1)CN1CCCCC1 (stereo not given)
 : i	i
Cc1ccn2c(CN3CCOCC3)c(-c3ccccc3)nc2c1
 : i	i
CC(C)n1c(SCC(=O)Nc2ccc(N3CCOCC3)cc2)nnc1-c1ccco1
 : i	i
CCc1ccccc1NC(=S)NCCSc1ccc(Cl)cc1
 : i	i
Cn1c(-c2ccc3c(c2)OCO3)cnc1NCc1ccccc1
 : i	i
CC1CCc2c(sc3nc(CN4CCOCC4)nc(N4CCc5ccccc5C4)c23)C1 (stereo not given)
 : i	i
COc1cccc(C(=O)Nc2ccc(C3CC3(Cl)Cl)cc2)c1 (stereo not given)
 : i	i
CCc1cccc(CC)c1NC(=O)CSc1nc2ccc(N3C(=O)C4C5C=CC(C5)C4C3=O)cc2s1 (stereo not given)
 : i	i
CN1CCN(CC(=O)Nc2cc(N(C)C)nc3ccccc23)CC1
 : i	i
CC(=O)Nc1ccc(-c2csc(NC(=O)C3CCN(S(=O)(=O)c4cccs4)CC3)n2)cc1
 : i	i
N#Cc1c(N)nc(Sc2ccc(Cl)cc2)c(C#N)c1-c1ccccc1Cl
 : i	i
Cc1ccc2c(Cl)cc(Cl)c(OCc3c(C)noc3C)c2n1
 : i	i
CC(C)(C#N)NC(=O)C(=O)c1c(-c2ccccc2)cc2ccccn12
 : i	i
O=S(=O)(c1ccc2ccccc2c1)N1CCN(C(=S)Nc2ccc(F)cc2)CC1
 : i	i
CCOC(=O)c1c(C)c(C(=O)NCc2ccco2)c(C)n1Cc1ccccc1
 : i	i
COc1ccc(OC)c(NC(=O)CSc2nnc(CNC(=O)COc3ccc(Cl)cc3)o2)c1
 : i	i
CCCCNC(=O)N(O)C1N(/N=C/c2cccnc2)C(=S)SC1(C)C (stereo not given)
 : i	i
O=c1[nH]n(-c2ccccc2Cl)c(=O)c2ccccc12
 : i	i
Cc1cc(C=O)c(C)n1-c1ccc(NC2CCCC2)c([N+](=O)[O-])c1
 : i	i
Cc1cccc(OCCCC(=O)NNC(=O)CCN2CCN(c3ccccc3)CC2)c1
 : i	i
O=C(Nc1nnc(SCC(=O)N2CCOCC2)s1)c1ccccc1
 : i	i
CCN=C(NCC)SC1CC(=O)N(c2ccc(OCC)cc2)C1=O (stereo not given)
 : i	i
Cc1ccc(C2CC2/C(=N/O)c2ccc(F)cc2)cc1 (stereo not given)
 : i	i
COc1ccccc1NC(=O)c1nn(C)cc1Br
 : i	i
CCN(CC(=O)Nc1c(F)cccc1F)C(=O)/C=C/c1ccc2c(c1)OCO2
 : i	i
Cc1cccc(COc2ccc(/C=N/NC(=O)c3nnn(-c4nonc4N)c3C)cc2)c1
 : i	i
COc1ccc(Cl)cc1C(=O)N1CCN(Cc2ccc3c(c2)OCO3)CC1
 : i	i
CC(=C/c1ccco1)/C=N/NC(=O)CSc1nnc(SCc2ccc(C)cc2)s1
 : i	i
C/C(=N\NC(=S)NCc1ccccc1)c1ccc2ccccc2c1
 : i	i
CC(C)N1CCc2c(sc(NC(=O)c3ccc4ccccc4c3)c2C(N)=O)C1
 : i	i
COCC(=O)OCC(=O)Nc1ccc(Cl)cc1[N+](=O)[O-]
 : i	i
Cc1occc1C(=O)N1CCN(Cc2ccccc2)CC1
 : i	i
CCOC(CNC(=O)C(=O)Nc1cc2c3c(c1)CCC(=O)N3CCC2)OCC
 : i	i
Cn1c(SCC(=O)NCCc2ccccc2)ncc(C(=O)Nc2ccc(F)cc2)c1=O
 : i	i
CCn1c(SCC(=O)NC2CCS(=O)(=O)C2)nnc1-c1ccccc1 (stereo not given)
 : i	i
Cc1ccc(S(=O)(=O)N2CCC(C(=O)NCCCN3CCOCC3)CC2)cc1
 : i	i
CCOc1ccc(CCNC(=O)C2CSC3(C)CCC(=O)N23)cc1OCC (stereo not given)
 : i	i
COc1cccc(N(CC(=O)O)S(=O)(=O)c2ccccc2)c1
 : i	i
COC(=O)c1ccccc1NC(=O)CSc1nnc(Cc2ccc(Cl)cc2)o1
 : i	i

Reformatted: entries from further up
Cn1c(SCC(=O)NCCc2ccccc2)ncc(C(=O)Nc2ccc(F)cc2)c1=O
  CHT PAM: i	CHT block: i
CCOC(CNC(=O)C(=O)Nc1cc2c3c(c1)CCC(=O)N3CCC2)OCC
  CHT PAM: i	CHT block: i
Cc1ccc(S(=O)(=O)N2CCC(C(=O)NCCCN3CCOCC3)CC2)cc1
  CHT PAM: i	CHT block: i
CC(C)N1CCc2c(sc(NC(=O)c3ccc4ccccc4c3)c2C(N)=O)C1
  CHT PAM: i	CHT block: i

(cont.)
Order of values: CHT PAM	CHT block
Cc1cccnc1NC(=S)Nc1ccc(F)cc1F
 : i	i
CC1(C)Cc2cccc(C(=O)NCc3ccco3)c2O1
 : i	i
CC1CCC(C(=O)c2c(O)c3ccccc3oc2=O)CC1 (stereo not given)
 : i	-11*
O=C(CC1C(=O)NCCN1Cc1ccoc1)NCCc1ccc(Cl)cc1 (stereo not given)
 : i	i
COc1ccccc1-c1noc(CCC(=O)NC2CCCCC2)n1
 : i	i
CCn1c2ccccc2c2nc3ccccc3nc21
 : i	i
COc1ccc(CCNC(=O)c2noc(C)c2[N+](=O)[O-])cc1OC
 : i	i
CC(=O)c1ccc(S(=O)(=O)NCCC(=O)OCC(=O)NCCc2ccccc2)cc1
 : i	i
COC(=O)c1nc(C(=O)OC)c(C(=O)OC)nc1C(=O)OC
 : i	i
c1ccc(-n2nnnc2Oc2ccc(-n3ccnc3)cc2)cc1
 : i	i
COc1ccc(NC(=O)NNC(=O)c2cc3occc3n2C)c(OC)c1
 : i	i
C/C(=N\NC(=O)c1ccc(Cl)cc1)c1cccc(NC(=O)c2cccnc2)c1
 : i	i
Cc1c(Cl)cccc1NC(=O)C1COc2ccccc2O1 (stereo not given)
 : i	i
Cc1ccc(NC(=O)C(C)OC(=O)Cc2c[nH]c3ccccc23)cc1S(=O)(=O)N1CCOCC1 (stereo not given)
 : i	i
Oc1[nH]c2ccccc2c1C=Nc1ccc2c(c1)OCO2
 : i	i
O=C(Nc1c(Cl)cc(Cl)cc1C(=O)NCCN1CCOCC1)c1ccc(Cl)cc1Cl
 : i	i
CCOC(=O)Cc1csc(N/N=C/c2ccc(Cl)cc2)n1
 : i	i
O=S1(=O)c2cccc3cccc(c23)N1Cc1ccc(-c2nnco2)cc1
 : i	i
C=CCn1c(SCC(=O)N2CC(=O)Nc3ccccc32)nc2scc(-c3ccccc3)c2c1=O
 : i	i
COc1ccccc1-n1c(CNC(=O)c2cccs2)n[nH]c1=S
 : i	i
O=C(Nc1ccc2nc3ccccc3nc2c1)c1ccccc1
 : i	i
COc1ccccc1NC(=O)/C(C#N)=C/c1cccn1C
 : i	i
CCOC(=O)CC(=O)CSc1nc2c(cc1C#N)CCC2
 : i	i
C=CCn1c(SCc2c(C)noc2C)nc2sc3c(c2c1=O)CCCC3
 : i	i
O=S(=O)(Nc1ccc(O)c2ccccc12)c1ccc(Br)cc1
 : i	i
CN(C)c1ccc(/C=N/N=C/c2ccccc2O)cc1
 : i	i
Cc1ccc(C)c(OCC(=O)Nc2ccc(S(=O)(=O)Nc3ccccn3)cc2)c1C
 : i	-7.2*
CC1(OC(=O)CCc2ccccc2)C(=O)C=C2C=C(c3ccc(C#N)cc3)N(C3CCCC3)C=C2C1=O (stereo not given)
 : i	i
Cc1ccc(N2CCN(c3ccc(NCc4nc5ccccc5n4C)cc3)CC2)cc1
 : i	i
COc1ccc(C2c3[nH]c4ccccc4c3C[C@H]3C(=O)N(c4ccccc4C(=O)N4CCC[C@H]4C(=O)O)C(=O)N23)cc1 (stereo not given in full)
 : i	i
COc1ccc(CCNC(=O)c2ccc(SC)cc2OC)cc1
 : i	i
Cc1cc(C)n2c(SCc3ccc(C#N)cc3)nnc2n1
 : i	i
O=C(CS(=O)CC(=O)Nc1ccccc1-c1ccccc1)Nc1ccc(F)cc1 (stereo not given)
 : i	i
CC12CCC(C(=O)NCCCN3CCOCC3)(C(Br)C1=O)C2(C)C (stereo not given)
 : i	i
O=C(NCCCn1ccnc1)C(=O)NCc1ccc(Cl)cc1
 : i	i
CCOC(=O)/C(C#N)=C1/C=CN(C)C=N1
 : i	i
